Source: PubChem BioAssay (several laboratories)
CRFBP-R2 block – CRF-BP/CRF-R2 complex antagonism; inhibition, % at 11.8 µM; AID 588475; actives 0.59% (n = 350,000); HEK293 CRF-R2/CRF-BP, CRF-induced calcium fluorescence;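 active means inhibition of the ligand-induced calcium signal above about 50% at the single tested concentration, limit read from the data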
IDE cell inh – cellular human IDE inhibition; AID 434962; actives 0.41% (n = 320,000); inhibition, % at 5.59 µM; HEK cells, FAbetaB cleavage, fluorescence polarization;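 active means percent inhibition above the average of all tested compounds plus 3 SD, set per screening campaign, cut at about 16% in these data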;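 further: IDE supplied by intact live HEK cells; FP after avidin binding of uncleaved biotin substrate so inhibition keeps polarization high; 0% = DMSO wells and 100% = 60 µM reference IDE inhibitor Ii1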
GalR3 antagonist – human GalR3 antagonism; O60755; HEK293 GalR3-CNG cAMP membrane potential fluorescence; galR3 body fused to GalR1 C-terminus; inhibition, % at 3 µM; actives 0.44% (n = 360,000);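 active means inhibition above the screen-wide average plus 3 SD, cut at about 13% in these data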;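 further: forskolin and galanin both at EC90 stimulate the cells; cAMP rise reported by CNG channel membrane potential dye signal; 0% = forskolin plus galanin with DMSO and 100% = forskolin alone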
Target sequence (O60755 1-299 limits assumed): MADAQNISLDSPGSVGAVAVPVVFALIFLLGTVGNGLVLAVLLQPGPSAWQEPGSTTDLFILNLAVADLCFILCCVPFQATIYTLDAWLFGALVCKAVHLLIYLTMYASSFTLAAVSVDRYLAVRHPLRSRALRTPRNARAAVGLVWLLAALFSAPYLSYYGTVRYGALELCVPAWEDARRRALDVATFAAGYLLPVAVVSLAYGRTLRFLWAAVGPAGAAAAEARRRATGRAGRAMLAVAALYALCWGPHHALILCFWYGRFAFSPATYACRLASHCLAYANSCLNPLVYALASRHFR
PHOSPHO1 block – PHOSPHO1 (human) inhibition. actives 1.1% (n = 290,000). recombinant PHOSPHO1, absorbance phosphatase assay. Q8TCT1. inhibition, % at 13.3 µM. AID 1565; in the data active means inhibition above about 60%
Target sequence (Q8TCT1 whole entry, looked up): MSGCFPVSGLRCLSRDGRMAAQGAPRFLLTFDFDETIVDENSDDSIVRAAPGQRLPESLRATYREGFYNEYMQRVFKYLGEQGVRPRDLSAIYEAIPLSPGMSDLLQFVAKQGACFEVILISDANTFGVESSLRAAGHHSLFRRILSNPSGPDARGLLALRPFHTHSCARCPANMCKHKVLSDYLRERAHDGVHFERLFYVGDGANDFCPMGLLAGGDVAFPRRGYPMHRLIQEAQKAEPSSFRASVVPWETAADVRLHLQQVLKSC
MEKK3 PB1 HTS – modulators (inhibitors or enhancers) of MEK5 binding to human MEKK3 PB1 domain; Q99759; bead-based flow cytometry, Alexa488-MEK5 binding to MEKK3; actives lie on both sides; 0 = blocked by unlabeled MEK5, 100 = vehicle; binding response (% of control), % at 10 µM; actives 1.4% (n = 290,000); AID 1529;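 active means binding response more than 3 SD above or below the average of its plate-row segment, actives on both sides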;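 further: Alexa488 bead fluorescence after subtracting the streptavidin-only scavenger bead signal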
CRFBP-R2 agonist – agonists of human CRF-binding protein/CRF-R2 receptor complex; HEK293 CRF-R2/CRF-BP, calcium dye fluorescence (FLIPR); percent of saturating CRF peptide response; activation, % at 13.2 µM; actives 0.46% (n = 350,000);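 active means activation of at least 50%, plus an integration ratio under a set limit after plate pattern correction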;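 further: plate controls were neutral control wells without compound for no effect and CRF at EC100 for full effect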
IDE cell activ – boosts human insulin-degrading enzyme activity in HEK cells | AID 493087 | P14735 | FAbeta-B cleavage, fluorescence polarization; 0% vehicle, 100% cell-free pure enzyme wells | actives 0.073% (n = 340,000) | activation, % at 5.96 µM;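 active means activation above the mean of all tested compounds plus 3 SD, set per screening campaign, cut at about 17% in these data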
M4 PAM – positive allosteric modulators of human muscarinic M4 receptor; P08173; CHO-K1 hM4/Gqi5, Fluo-8 calcium fluorescence, ACh EC20; 0% = ACh EC20, 100% = maximal ACh; activation, % at 3 µM; actives 0.4% (n = 360,000); AID 624126;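 active means activation above its plate's cutoff, the mean activation of sample wells plus 3 SD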; further: some results filed as inactive read as strong as hits
Target sequence (P08173 whole entry, looked up): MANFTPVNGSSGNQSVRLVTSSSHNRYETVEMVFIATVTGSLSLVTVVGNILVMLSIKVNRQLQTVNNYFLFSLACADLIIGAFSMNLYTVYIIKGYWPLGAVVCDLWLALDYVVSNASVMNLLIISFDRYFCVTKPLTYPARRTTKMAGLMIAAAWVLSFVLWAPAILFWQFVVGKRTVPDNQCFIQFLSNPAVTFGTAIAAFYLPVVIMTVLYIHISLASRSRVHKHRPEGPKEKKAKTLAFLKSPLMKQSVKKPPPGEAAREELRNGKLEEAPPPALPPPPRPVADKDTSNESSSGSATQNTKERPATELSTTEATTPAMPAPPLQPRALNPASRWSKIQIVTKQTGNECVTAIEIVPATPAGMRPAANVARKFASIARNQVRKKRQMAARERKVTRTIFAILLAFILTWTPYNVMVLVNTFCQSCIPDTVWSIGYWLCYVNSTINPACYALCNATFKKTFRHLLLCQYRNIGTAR
p-CIP stab down – p/CIP protein destabilization; actives 0.01% (n = 290,000); decrease of EGFP signal, % at 10 µM; Q05BA5; F442A p/CIP-EGFP cells, EGFP fluorescence, 16 h;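 active means EGFP signal decrease of at least 30% at 10 µM or well 3 SD below plate mean, unless failing retest; inactive means the rest, including hits failing retest or dose response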; further: some compounds called inactive have numbers as strong as hits; many of its hits are not listed in these tables
Active calls of the source: *; · = no result given.

SMILES | CRFBP-R2 block | IDE cell inh | GalR3 antagonist | PHOSPHO1 block | MEKK3 PB1 HTS | CRFBP-R2 agonist | IDE cell activ | M4 PAM | p-CIP stab down
CCNC(=S)N1CCc2cc(OC)c(OC)cc2C1COc1ccc(OC)cc1 (stereo unspecified) | 14 | 0 | -5 | -62 | 105 | 1.6 | 6 | 1 | 5
Cc1nn(-c2cc(N3CCNCC3)ccc2[N+](=O)[O-])c(=O)c2ccccc12 | 9 | -6 | -6 | 27 | 101 | 0.1 | 4 | 2 | -22
O=S(=O)(CCCc1ccccc1)c1ncn[nH]1 | 7 | 4 | -2 | 4 | 97 | 1.4 | 4 | 3 | -15
COc1ccc(C(=O)NCCNC(=O)c2cc(OCC(F)(F)F)ccc2OCC(F)(F)F)cc1 | -6 | 2 | -1 | -50 | 105 | -0.3 | 1 | -3 | 4
CCCC(=O)Nc1ccc(N2CCN(C(=O)c3ccccc3C)CC2)cc1 | 30 | 0 | -1 | -17 | 102 | -1.6 | -1 | 8 | 3
O=C(Nc1ccccn1)c1ccc(Br)s1 | -4 | 10 | -5 | 46 | 100 | -1.6 | -6 | 2 | -7
O=C(c1cccc(NS(=O)(=O)c2ccccc2)c1)N1CCCC1 | -2 | 7 | -1 | 14 | 101 | 0.9 | 4 | 6 | -10
CCc1noc(C)c1C(=O)Nc1nc(-c2cc(C)ccc2C)c(C)s1 | -27 | 1 | 1 | 17 | 108 | 1.9 | 4 | -3 | 2
S=c1[nH]c2cnccc2n1Cc1ccccc1 | 17 | 6 | -10 | -46 | 99 | 1.4 | -4 | -3 | -10
CC1=C(C(=O)Nc2cc(C)ccc2C)C(c2cccs2)NC(=S)N1 (stereo unspecified) | -10 | 4 | -1 | 9 | 102 | -1.4 | -1 | 1 | -9
COc1ccc(OCC(=O)Nc2cc(S(=O)(=O)N3CCCC3)ccc2Cl)cc1 | 0 | · | -3 | · | · | -0.2 | -5 | -1 | ·
COc1cc(CNCCC2CCOC(C)(C)C2)ccc1O (stereo unspecified) | -5 | 3 | -1 | 21 | 102 | -0.6 | 6 | 1 | -1
O=C(Nc1ccc(S(=O)(=O)Nc2nccs2)cc1)c1ccc(N2C(=O)c3ccccc3C2=O)cc1 | 9 | 1 | -3 | 30 | 106 | 2.9 | 2 | -1 | -11
O=C(Nc1ccccn1)C1(c2ccccc2)CCCC1 | 9 | -2 | -6 | -8 | 110 | -0.3 | -6 | 3 | -8
CC(C)NC(=O)COc1coc(CN2CCN(C(=O)c3ccco3)CC2)cc1=O | -18 | -3 | -5 | · | · | 4.6 | -1 | 2 | ·
Cc1cc(C)c2c(=O)[nH]c(=O)n(Cc3ccccc3)c2n1 | -1 | 1 | -5 | 5 | 104 | 0.1 | 1 | 0 | -12
Cc1cc(=O)cc(C)[nH]1 | 14 | -2 | 1 | -30 | 99 | -0.7 | -1 | 3 | -7
CCn1nc(C)c(CNC(=O)c2cc(COc3ccc(F)cc3Cl)on2)c1C | 5 | 1 | 4 | 46 | 104 | 0.9 | -2 | -33 | -16
CSc1ccc(/C=N/Nc2nc(C)cc(=O)[nH]2)cc1 | 0 | -2 | -3 | 23 | 101 | -2.6 | 4 | -8 | 14
Cc1cc(NC(=O)c2ccc(F)cc2)n(C)n1 | 13 | -4 | -11 | · | 103 | 0.8 | 1 | 6 | -5
O=C(CCc1nc2ccccc2c(=O)[nH]1)Nc1cc(Cl)ccc1N1CCCCC1 | -12 | -2 | -6 | · | · | 0.1 | 3 | -2 | ·
O=C(Nc1cccc(S(=O)(=O)N2CCCC2)c1)c1cccc(S(=O)(=O)N2CCOCC2)c1 | 1 | -3 | -1 | · | · | -0.4 | 2 | -9 | ·
O=C(NCCCN1CCCC1=O)C(=O)Nc1cccc(F)c1 | -5 | 8 | 4 | · | · | -0.6 | -3 | 6 | ·
COC(=O)c1ccccc1C(=O)N1CCOCCN(C(=O)c2ccccc2C(=O)OC)CCOCC1 | 5 | 0 | -3 | 8 | 96 | -1.8 | -1 | -1 | -4
CCC(CC)c1nnc(NC(=O)c2ccc([N+](=O)[O-])cc2)s1 | -21 | 3 | -9 | -20 | 68 | 0.3 | 1 | 7 | -16
COC(=O)c1cc(OC)nc2ccc(Br)cc12 | -17 | -6 | -5 | 12 | 97 | 1.2 | 1 | 11 | 2
Cn1c(N)c(C(=O)COC(=O)c2ccc(C(F)(F)F)cc2)c(=O)n(C)c1=O | -29 | 2 | -1 | · | · | 0.7 | -11 | -3 | ·
OCC1OC(n2cnc3c(N4CCCCC4)ncnc32)C(O)C1O (stereo unspecified) | 17 | · | -6 | · | · | -0.9 | -1 | 1 | ·
O=c1oc(-c2ccccc2NS(=O)(=O)c2ccc(F)cc2)nc2ccccc12 | -1 | 3 | 10 | 24 | 102 | -0.1 | -3 | 2 | 4
CC(=O)Oc1ccc2cc(-c3nc4ccccc4n3C)c(=O)oc2c1 | -4 | -2 | -1 | -22 | 100 | 8.6 | 4 | 4 | -11
CCOC(=O)c1[nH]c2ccc(OC)cc2c1NC(=S)N1CCN(C(=O)OCC)CC1 | 4 | -5 | -2 | 12 | 100 | -1.5 | 4 | 10 | 21
Cc1noc(C)c1C(=O)Nc1ccc(F)c(F)c1 | -4 | 2 | -2 | 4 | 104 | 0.8 | 2 | 12 | -3
Cc1cccc2nc(-c3ccco3)c(Nc3ccc4c(c3)OCO4)n12 | 11 | 5 | -7 | -26 | 104 | -1.8 | 5 | 9 | 0
COc1cccc(-n2c(SCC(N)=O)nnc2-c2ccncc2)c1 | 6 | 0 | -5 | 18 | 88 | 0.5 | -3 | 5 | 1
O=C1/C(=C\c2ccccc2)SC(=S)N1CCC(=O)N1CCCCC1CCO (stereo unspecified) | -6 | 4 | -7 | -4 | 103 | -0.3 | 2 | -8 | 0
O=C(c1ccc2c(=O)n(Cc3ccco3)c(=S)[nH]c2c1)N1CCN(Cc2ccccc2)CC1 | -13 | 3 | -7 | 39 | 104 | 0.2 | -5 | 0 | 2
Cc1ccc(S(=O)(=O)N(C)CC(=O)OCC(=O)NC(=O)Nc2ccc3c(c2)OCCO3)cc1 | -14 | 1 | -1 | -12 | 120 | 4.8 | -5 | 7 | 1
COc1ccccc1NC(=O)CN1CCN(CC(=O)Nc2ccc(F)cc2F)CC1 | -65 | · | -9 | 36 | 99 | -0.3 | 2 | 1 | 4
COC1=CCC2([N+](=O)[O-])CN(CCO)CC1([N+](=O)[O-])C2 (stereo unspecified) | -4 | 5 | -4 | 6 | 95 | 1.3 | 3 | 17 | -27
COc1ccc(-c2ccc(CN3C(C)C(=O)N(Cc4cn(Cc5ccco5)nn4)CCS3(=O)=O)cc2)cc1 (stereo unspecified) | 69* | · | -4 | · | · | -1.7 | · | -4 | ·

Copied from above for reference:
SMILES | CRFBP-R2 block | IDE cell inh | GalR3 antagonist | PHOSPHO1 block | MEKK3 PB1 HTS | CRFBP-R2 agonist | IDE cell activ | M4 PAM | p-CIP stab down
O=C(CCc1nc2ccccc2c(=O)[nH]1)Nc1cc(Cl)ccc1N1CCCCC1 | -12 | -2 | -6 | · | · | 0.1 | 3 | -2 | ·
O=C(Nc1cccc(S(=O)(=O)N2CCCC2)c1)c1cccc(S(=O)(=O)N2CCOCC2)c1 | 1 | -3 | -1 | · | · | -0.4 | 2 | -9 | ·
O=C(NCCCN1CCCC1=O)C(=O)Nc1cccc(F)c1 | -5 | 8 | 4 | · | · | -0.6 | -3 | 6 | ·
COC(=O)c1ccccc1C(=O)N1CCOCCN(C(=O)c2ccccc2C(=O)OC)CCOCC1 | 5 | 0 | -3 | 8 | 96 | -1.8 | -1 | -1 | -4
CCC(CC)c1nnc(NC(=O)c2ccc([N+](=O)[O-])cc2)s1 | -21 | 3 | -9 | -20 | 68 | 0.3 | 1 | 7 | -16
COC(=O)c1cc(OC)nc2ccc(Br)cc12 | -17 | -6 | -5 | 12 | 97 | 1.2 | 1 | 11 | 2
Cn1c(N)c(C(=O)COC(=O)c2ccc(C(F)(F)F)cc2)c(=O)n(C)c1=O | -29 | 2 | -1 | · | · | 0.7 | -11 | -3 | ·
OCC1OC(n2cnc3c(N4CCCCC4)ncnc32)C(O)C1O (stereo unspecified) | 17 | · | -6 | · | · | -0.9 | -1 | 1 | ·
O=c1oc(-c2ccccc2NS(=O)(=O)c2ccc(F)cc2)nc2ccccc12 | -1 | 3 | 10 | 24 | 102 | -0.1 | -3 | 2 | 4
CC(=O)Oc1ccc2cc(-c3nc4ccccc4n3C)c(=O)oc2c1 | -4 | -2 | -1 | -22 | 100 | 8.6 | 4 | 4 | -11
CCOC(=O)c1[nH]c2ccc(OC)cc2c1NC(=S)N1CCN(C(=O)OCC)CC1 | 4 | -5 | -2 | 12 | 100 | -1.5 | 4 | 10 | 21
Cc1noc(C)c1C(=O)Nc1ccc(F)c(F)c1 | -4 | 2 | -2 | 4 | 104 | 0.8 | 2 | 12 | -3

The list continues:
SMILES | CRFBP-R2 block | IDE cell inh | GalR3 antagonist | PHOSPHO1 block | MEKK3 PB1 HTS | CRFBP-R2 agonist | IDE cell activ | M4 PAM | p-CIP stab down
COc1cc(-n2c(=O)c3ccccc3n(Cc3cc(=O)n4ccccc4n3)c2=O)cc(OC)c1OC | -2 | -5 | 7 | -9 | 102 | 0.6 | 3 | 4 | -9
Cc1ccc(N2CC(C(=O)OCC(=O)Nc3cccc(Cl)c3C)CC2=O)cc1 (stereo unspecified) | -8 | · | -6 | · | · | 0.4 | 2 | 4 | ·
CCCCn1c(SC(C)C(=O)c2ccc(OC)cc2)nc2cc(S(N)(=O)=O)ccc21 (stereo unspecified) | -8 | 2 | -3 | 6 | 95 | 0.5 | 3 | -9 | -7
Cc1ccc(N(CC(=O)Nc2cc(Cl)ccc2Oc2ccccc2)S(C)(=O)=O)c(C)c1 | -6 | 5 | -1 | 21 | 100 | 0.7 | 2 | -7 | 3
COC(=O)c1ccc(OC(=O)/C=C/c2ccco2)cc1 | -13 | -1 | -4 | 24 | 104 | -0.6 | 2 | -1 | -3
Cc1ccc(-n2ncc3c(=O)[nH]c(SCC(=O)N4CCCCC4)nc32)cc1 | 10 | 6 | 5 | 40 | 102 | -4.2 | -8 | -3 | -1
COc1ccc([N+](=O)[O-])cc1-c1nc2ccccc2nc1-c1ccccc1 | 4 | 1 | -11 | 55 | 99 | -2.1 | 2 | -5 | -3
O=C(NNC1OC(CO)C(O)C(O)C1O)c1cccnc1 (stereo unspecified) | -7 | -3 | -2 | 45 | 111 | 1.0 | 0 | 10 | -2
Cn1nc(C(F)(F)F)c(-c2ccc(F)cc2)c1NC(=O)Nc1ccc(F)cc1 | 21 | 4 | -5 | -1 | 98 | 6.9 | · | -14 | -4
CC(C)(C)NC(=O)Cn1c(-c2nonc2N)nc2ccccc21 | 14 | 0 | -4 | 43 | 99 | -0.3 | 2 | 10 | -20
CCOc1c(Br)cc(C(=O)N2CCCN(C)CC2)cc1OC | -7 | 0 | -6 | 34 | 106 | -0.1 | 2 | -7 | -5
O=C(O)C1CCCN(S(=O)(=O)c2cccc3cccnc23)C1 (stereo unspecified) | -1 | 1 | 1 | -10 | 110 | -0.5 | 7 | 8 | -7
COc1ccccc1N1CCN(C(=O)c2ccc3ncsc3c2)CC1 | 8 | · | -5 | · | · | 1.2 | 4 | -10 | ·
O=C(CCCc1ccccc1)NCCC1=CCCCC1 | -1 | -5 | 5 | 48 | 96 | 1.0 | 9 | 2 | -4
O=C(CCl)NN1C(=O)NC2(CCCCC2)C1=O | 17 | 0 | 0 | 53 | 99 | 3.2 | 4 | -3 | -1
